Compound activity: PubChem BioAssay, several laboratories
TLR9-MyD88 inh – blocks human TLR9 binding to MyD88; Q9NR96+Q99836; CHO BLA complementation TLR9-MyD88, CCF4 FRET ratio; inhibition, % at 4.98 µM; 340,000 tested, 0.21% active;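 active = inhibition above the mean over all tested compounds plus 3 SD, cut at about 21% in these data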;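 note: 0% = DMSO only wells and 100% = clavulanate BLA inhibitor control wells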
TWEAK Fn14 block – inhibitors of TWEAK-Fn14 interaction signaling; inhibition, % at 10 µM; 360,000 tested, 2% active; TWEAK-stimulated Fn14 reporter cells, luciferase luminescence, 8 h; AID 1159606; in the data active = inhibition above about 50%
NCOA3 inh – inhibitors of human steroid receptor coactivator 3 (SRC3) | Q9Y6Q9 | HEK293 GAL4-SRC3 luciferase reporter, luminescence | inhibition, % at 3.6 µM | 360,000 tested, 0.17% active | AID 588352;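 active = inhibition above a per-campaign cutoff, the mean of all compounds plus 3 SD, cut at about 60% in these data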;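 note: 0% = DMSO-treated cells and 100% = gossypol-treated cells at 36 µM; higher means less SRC3-driven luciferase light from the GAL4 reporter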
NOD2-RIPK2 inh – inhibitors of human NOD2-RIPK2 interaction. O43353. CHO BLA complementation NOD2-RIPK2, CCF4 ratio. inhibition, % at 4.98 µM. 360,000 tested, 0.38% active; in the data active = inhibition above about 21%;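 note: 0% = vehicle only and 100% = reference blocker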
NCOA2 inhibitor – human SRC2 (NCOA2) inhibition; inhibition, % at 9 µM; Q15596; HEK293 GAL4-SRC2 luciferase reporter, luminescence; 370,000 tested, 0.17% active; AID 651957;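 active = inhibition above the mean inhibition of all tested compounds plus 3 SD, set per campaign, cut at about 52% in these data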;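 note: 0% = DMSO treated cells and 100% = cells given Gossypol at 36 µM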
TROY NFkB inh – blocks TROY-dependent signaling in reporter cells; Q293 LMP1-TROYcd NF-kB luciferase reporter, 4 h; 360,000 tested, 0.98% active; inhibition, % at 10 µM; AID 1347056;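 active = compounds whose plate-normalised and pattern-corrected inhibition of the luciferase reporter signal at the single screening dose is 50% or more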
ABHD5-PLIN5 inh – ABHD5-PLIN5 protein interaction inhibition. 360,000 tested, 0.78% active. AID 602281. Q00G26+Q8WTS1. inhibition, % at 4 µM. Split G. princeps luciferase complementation, luminescence, 4 h;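 active = inhibition above the mean inhibition across every tested compound plus 3 SD, cut at about 22% in these data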;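 note: 0% = DMSO only wells and the 100% control is not disclosed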
Exocytosis inh – blocks lytic granule exocytosis; TALL-104 LAMP-1 surface exposure, flow cytometry; cells stimulated with thapsigargin and PMA; inhibition, % at 10 µM; 360,000 tested, 0.66% active;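 active = inhibition above about 55%, limit read from the data; inconclusive = no clear call, values can overlap the other calls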
SRC1 inh – human NCOA1 inhibition | Q15788 | HEK293 GAL4-SRC1 luciferase reporter, luminescence | inhibition, % at 3.6 µM | 360,000 tested, 0.12% active;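 active = inhibition above the campaign mean plus 3 SD, with each screening campaign given its own cutoff, cut at about 60% in these data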;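 note: 0% = DMSO treated cells and 100% = gossypol at 36 µM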
Target sequence (Q15788 whole entry, looked up, the tested form may be a part): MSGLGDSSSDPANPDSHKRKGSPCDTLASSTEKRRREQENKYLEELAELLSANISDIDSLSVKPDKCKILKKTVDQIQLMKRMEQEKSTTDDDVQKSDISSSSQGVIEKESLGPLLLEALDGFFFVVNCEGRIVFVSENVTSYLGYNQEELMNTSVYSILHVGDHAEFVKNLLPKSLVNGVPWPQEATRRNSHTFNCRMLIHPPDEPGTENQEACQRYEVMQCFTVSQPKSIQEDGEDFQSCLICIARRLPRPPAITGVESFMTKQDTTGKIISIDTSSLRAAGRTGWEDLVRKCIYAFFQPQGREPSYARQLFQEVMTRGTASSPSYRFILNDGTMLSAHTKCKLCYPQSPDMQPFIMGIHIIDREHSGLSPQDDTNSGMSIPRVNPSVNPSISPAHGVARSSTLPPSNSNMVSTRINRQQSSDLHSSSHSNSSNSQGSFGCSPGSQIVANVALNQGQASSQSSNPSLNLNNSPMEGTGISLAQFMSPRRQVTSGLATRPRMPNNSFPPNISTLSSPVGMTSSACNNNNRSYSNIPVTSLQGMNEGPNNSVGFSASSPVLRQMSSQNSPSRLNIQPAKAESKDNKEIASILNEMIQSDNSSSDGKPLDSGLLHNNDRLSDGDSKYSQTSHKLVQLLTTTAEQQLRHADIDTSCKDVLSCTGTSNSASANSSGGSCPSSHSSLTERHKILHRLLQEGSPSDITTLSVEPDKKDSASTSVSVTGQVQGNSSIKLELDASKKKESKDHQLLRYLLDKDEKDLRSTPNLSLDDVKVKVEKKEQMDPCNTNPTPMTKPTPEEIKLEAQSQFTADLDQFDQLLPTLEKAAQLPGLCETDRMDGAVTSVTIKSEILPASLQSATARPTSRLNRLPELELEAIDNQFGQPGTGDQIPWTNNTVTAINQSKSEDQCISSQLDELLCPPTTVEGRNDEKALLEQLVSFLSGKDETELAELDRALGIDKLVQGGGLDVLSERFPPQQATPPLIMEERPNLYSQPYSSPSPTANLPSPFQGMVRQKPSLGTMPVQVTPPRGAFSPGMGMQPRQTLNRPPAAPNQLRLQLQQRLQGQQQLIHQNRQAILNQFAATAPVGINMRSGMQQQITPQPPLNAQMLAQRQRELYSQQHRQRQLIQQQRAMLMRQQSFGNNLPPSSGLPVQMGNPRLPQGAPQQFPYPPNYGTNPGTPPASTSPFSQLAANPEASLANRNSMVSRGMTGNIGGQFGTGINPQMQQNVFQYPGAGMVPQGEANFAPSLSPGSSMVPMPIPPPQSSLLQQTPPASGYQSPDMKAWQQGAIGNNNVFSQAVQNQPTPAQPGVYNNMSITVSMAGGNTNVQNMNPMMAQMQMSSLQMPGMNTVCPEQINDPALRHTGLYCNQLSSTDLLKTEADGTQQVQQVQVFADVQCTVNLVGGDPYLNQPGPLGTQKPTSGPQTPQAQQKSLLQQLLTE
NR2F2 inh – inhibitors of human COUP-TFII (NR2F2); P24468; HEK293T NGFI-A luciferase reporter, luminescence; inhibition, % at 8.6 µM; 370,000 tested, 0.7% active;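 active = inhibition above a per-plate cutoff, mean inhibition of test wells between control levels plus 3 SD, cut at about 38% in these data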;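 note: cells cotransfected with COUP-TFII expression vector driving the NGFI-A reporter; 0% = median of COUP-TF2 test wells and 100% = reporter-only cells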
NR5A2 inv ag – inverse agonists of human LRH-1 (NR5A2); O00482; HEK293T StAR-luciferase reporter, LRH-1 transfected, 24 h; inhibition, % at 3.6 µM; 360,000 tested, 0.13% active;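 active = inhibition above the mean inhibition of all tested compounds plus 3 SD, cut at about 73% in these data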;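 note: 0% = DMSO wells and 100% = reporter-only cells lacking LRH-1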
The depositor's hits bear a star; ? = inconclusive; nt = not tested or not shown. Not all compounds are listed. The share of hits here may be higher or lower than overall.

Order of values – TLR9-MyD88 inh	TWEAK Fn14 block	NCOA3 inh	NOD2-RIPK2 inh	NCOA2 inhibitor	TROY NFkB inh	ABHD5-PLIN5 inh	Exocytosis inh	SRC1 inh	NR2F2 inh	NR5A2 inv ag
- Cc1ccc(C)c(S(=O)(=O)N2CCC(c3nc4c(nnn4Cc4ccc(F)cc4)c(=O)[nH]3)CC2)c1
  -3	27	-7	-5	15	nt	1	1	1	10	-2
- CC(=O)NC1(C(F)(F)F)C(=O)N(Cc2ccccc2)C2=C1C(=O)CC(C)(C)C2 (stereo not given)
  2	0	4	-9	-7	-20	1	16	-12	9	18
- C/C(=N\NC(=S)Nc1ccc(C(C)C)cc1)c1ccc2c(c1)OCO2
  12	-22	-11	-5	-36	-22	-14	1	-36	-18	-20
- COc1cc(/C=N/NC(=O)Cc2ccccc2)cc([N+](=O)[O-])c1O
  12	-16	2	-4	-21	-15	3	-2	3	-14	-9
- COc1ccc(CNC(=O)C(c2cccs2)N(C(=O)c2csnn2)C2CC2)cc1 (stereo not given)
  -1	3	0	-17	-20	3	-2	3	0	18	4
- Cc1cc(C(=O)OCC(=O)Nc2c(F)cccc2F)c(C)n1-c1ccccc1
  -1	23	-40	7	-52	3	-4	3	-106	15	-65
- CCOC(=O)c1ccc(N=c2sc(C(=O)OC)cc(=O)n2Cc2ccco2)cc1
  -9	64*	13	-6	13	32	14	-14	6	3	19
- O=C(NCCc1ccccc1Cl)C1CCC(=O)N(Cc2ccc(Cl)cc2)C1 (stereo not given)
  -7	-3	-8	4	-1	7	0	-2	-10	3	4
- CCn1ccnc1CN(C)C(=O)CCc1nnc(CCCc2ccccc2)o1
  2	-35	7	1	-28	-44	14	-1	2	-9	-1
- Cc1ccc(C(=O)C(C)Sc2nnc(N)s2)cc1 (stereo not given)
  13	10	6	2	-15	-4	0	1	0	8	0
- CNc1c(NS(=O)(=O)c2ccc(OC)c(Cl)c2)c(=O)oc2ccccc12
  0	1	-64	-2	7	3	-6	2	7	14	-2
- COCCC(=O)N1CCCC(C(=O)c2ccccc2SC)C1 (stereo not given)
  -1	6	-11	-11	-21	-12	4	0	10	-9	0
- O=C(O)c1ccccc1-c1ccccc1C(=O)NCc1ccccc1F
  -5	-11	18	2	-8	3	5	7	-27	4	-5
- COCCN1C(=O)N[C@@H](c2ccco2)C(C(C)=O)=C1C
  9	-1	7	-4	6	-2	-3	-6	-5	-5	4
- NC(=O)C1(N2CCCCC2)CCN(S(=O)(=O)c2cc(Cl)sc2Cl)CC1
  nt	-10	8	-7	-4	-16	2	0	16	-23	10

Next structures follow.
Order of values – TLR9-MyD88 inh	TWEAK Fn14 block	NCOA3 inh	NOD2-RIPK2 inh	NCOA2 inhibitor	TROY NFkB inh	ABHD5-PLIN5 inh	Exocytosis inh	SRC1 inh	NR2F2 inh	NR5A2 inv ag
- N#Cc1nc(-c2ccccc2F)oc1NCCc1ccccn1
  -9	-10	-3	-13	5	-33	-1	-1	-10	10	3
- O=C(CN1CCN(C(=O)c2ccccc2)CC1)NC(=O)NCCC1=CCCCC1
  -2	11	-27	-10	-27	-10	1	0	7	7	3
- CCOC(=O)N1CCN(C(=O)CN2C(=O)COc3ccc(C(C)(C)C)cc32)CC1
  3	-2	26	-4	-1	-4	-2	2	0	6	-10
- Cc1cc(C)n2c(=S)[nH]nc2n1
  1	2	6	4	-2	-5	-26	2	-41	2	-8
- COc1c(-c2ccc(O)c(O)c2)oc2cc(O)cc(O)c2c1=O
  10	-2	-6	4	-10	24	4	3	-9	-20	20
- CC1(C)CC(=O)C(C(O)c2ccc([N+](=O)[O-])cc2)C(C)(C)N1 (stereo not given)
  7	6	-5	-7	-10	-10	6	-3	0	10	5
- CCN(CC)c1ccc(NC(=O)c2ccc3c(c2)c(C)c(C)n3C)cc1
  -3	7	-1	-2	2	-33	-9	5	7	-10	-18
- Cc1c(Cl)cnc(NC(=O)CSc2n[nH]c(N)n2)c1Cl
  2	4	11	-1	5	6	-4	1	-9	-5	-6
- O=C(CSc1nc(-c2ccccc2)nc2ccccc12)Nc1cccc(C(=O)O)c1
  nt	3	-12	4	-19	-19	0	2	-6	5	-4
- Cc1ccccc1OCC(=O)Nc1ccc(S(=O)(=O)Nc2onc(C)c2C)cc1
  -3	43	-13	-8	-1	-9	10	?	4	0	9
- CC1CCCN(C(C(=O)NC2CCCCC2)c2cc3c(cc2[N+](=O)[O-])OCO3)C1 (stereo not given)
  -6	37	-41	-4	-34	-24	7	-1	-8	-22	-20
- CCc1ccccc1NC(=O)N[C@H](C(=O)O)C(C)CC (stereo not given in full)
  -9	-15	2	6	6	14	5	0	-14	10	6
- Cc1sc(NC(=O)CSc2nc(O)cc(=O)[nH]2)nc1-c1ccccc1
  -2	-10	-1	-6	15	-21	-4	1	4	-4	2
- CCOC(=O)Nc1ccc2c(c1)N(C(=O)CNC)c1ccccc1CC2
  1	-15	-11	-7	-19	-4	-5	0	0	-8	-2
- O=C(NCc1ccco1)C1CCN(S(=O)(=O)N2CCC3(CC2)OCCO3)CC1
  1	19	19	1	-12	-1	6	0	-2	1	13

New compounds follow
Order of values – TLR9-MyD88 inh	TWEAK Fn14 block	NCOA3 inh	NOD2-RIPK2 inh	NCOA2 inhibitor	TROY NFkB inh	ABHD5-PLIN5 inh	Exocytosis inh	SRC1 inh	NR2F2 inh	NR5A2 inv ag
- O=C(CNC(=O)c1ccc(Cl)cc1Cl)OC1CCCCC1=O (stereo not given)
  -6	8	-2	-5	-22	-13	-4	-2	-12	-20	18
- CCOC(=O)C1=C(c2ccccc2)NC(=O)NC1c1cc(OC)c(OC)c(OC)c1 (stereo not given)
  -5	9	-40	-6	-2	1	4	-2	-8	-7	10
- CCn1nccc1C(=O)Nc1nc2ccccc2n1CCN1CCCCC1
  -13	15	9	-5	2	-11	-4	-1	11	9	9
- COc1cc(S(=O)(=O)n2nnc3ccccc32)c(OC)cc1Cl
  0	-32	0	1	5	19	3	-2	-6	5	5
- COC(=O)[C@@]12C[C@@H](CC(=O)NCc3cccs3)C(=O)N(Cc3ccco3)C1=CCC(C)(C)C2
  nt	nt	nt	-4	-50	nt	0	-11	nt	10	-12
- CC(=O)Nc1ccc(Oc2ncccn2)c(Cl)c1
  3	10	0	-18	16	-2	0	-4	15	3	-12
- COc1ccc(N2C(=O)C(Cl)=C(Nc3ccc(OC)cc3OC)C2=O)cc1
  1	-2	0	-9	-50	-53	8	0	7	9	-1
- COc1ccc(OCC(=O)NC2CCSc3ccccc32)cc1 (stereo not given)
  4	-19	-7	-1	12	-14	5	7	4	-1	-9
- CC(=O)N(CC1CCCO1)c1nnc(-c2ccccn2)s1 (stereo not given)
  8	-6	-31	-6	-29	-13	-6	-1	-71	-8	-15
- C=CCOc1c(CNc2ccc(C(=O)O)cc2)cccc1OCC
  2	-24	-62	1	-12	-30	1	0	-48	-16	-78
- O=C1NCCN1Cc1ccccc1F
  7	14	1	-6	-6	12	-2	0	8	-10	4
- CC1(c2nnnn2Cc2ccccc2)CCC(=O)N1CCc1ccc(O)cc1 (stereo not given)
  nt	-7	nt	-13	-12	-11	5	0	nt	8	-14
- Cc1cc(C)c(NC(=O)Cn2ncc3ccccc32)c(C)c1
  -12	6	3	8	-6	-19	-5	-9	9	14	14
- Cc1cc(-c2csc(NCc3ccccc3)n2)c(C)n1C
  -5	-3	-5	-9	nt	8	2	-1	3	nt	-2
- COCC(=O)N(C)C[C@@H]1Oc2ncc(Br)cc2C(=O)N([C@@H](C)CO)C[C@H]1C
  3	3	16	-7	2	2	2	-1	3	6	-5

The list continues:
Order of values – TLR9-MyD88 inh	TWEAK Fn14 block	NCOA3 inh	NOD2-RIPK2 inh	NCOA2 inhibitor	TROY NFkB inh	ABHD5-PLIN5 inh	Exocytosis inh	SRC1 inh	NR2F2 inh	NR5A2 inv ag
- Cc1onc(-c2c(F)cccc2Cl)c1C(=O)Nc1cccc(S(=O)(=O)NCc2ccco2)c1
  -14	37	12	-4	27	-4	1	5	1	8	9
- O=C(CSCc1ccc(Cl)cc1Cl)Nc1c[nH]c(=O)[nH]c1=O
  -4	-7	24	-2	-17	-5	1	8	-7	9	8
- CCOC(=O)C1=C(c2ccccc2)NC(=O)NC1c1ccc(OC)c(OC)c1 (stereo not given)
  -7	-2	2	-9	-17	5	1	0	-4	-2	-8
- CCCC(=O)c1c(NCCO)cc(C)oc1=O
  -13	-1	23	-10	6	4	3	-2	-9	-5	2
- Cc1ccc(OCc2nc(C#N)c(NCCCn3ccnc3)o2)cc1
  4	-9	10	-1	10	5	4	1	12	8	7
- Cc1ccc(C)c(OC(=O)c2ccncc2)c1
  -4	18	20	5	12	14	-3	0	3	-4	-26
- CCCc1nn(C)c(C(=O)Nc2cccc3ccccc23)c1Cl
  -1	-18	-6	9	8	-25	-1	2	-7	-10	-19
- C/C(NCc1ccccc1)=C(\C#N)C(=O)NCc1ccccc1
  13	4	-11	-10	6	nt	-3	-2	-16	-4	1
- COC(=O)C/C=N/N=C1/NC(=O)/C(=C/C(=O)O)S1
  -10	-3	14	-2	17	7	26*	1	-8	6	-21
